Cardio protect – protects H9c2 cardiomyocytes from peroxide injury. H2O2 injury protection, ATPLite, 2 h. protection from H2O2 cell death, % at 20 µM. 0.63% of 360,000 active. AID 588492;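 active = compounds giving at least 50% protection of heart cells from peroxide-induced death in the single-dose screen, raw or plate-pattern-corrected value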;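 also: 0% = DMSO wells with peroxide and 100% = DMSO wells without peroxide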
PDI turbidity – blocks human protein disulfide isomerase activity. AID 588391. PDI insulin aggregation turbidity, A650, 90 min. P07237. inhibition, % at 10 µM. 0.052% of 350,000 active;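 active = mean inhibition across replicates of 30% or more, whatever share of single replicates reach that level; inconclusive = mean inhibition below 30% while every single replicate reaches 30%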;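 also: absorbance from insulin aggregation driven by PDI reduction with DTT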
Target sequence (P07237 whole entry, looked up): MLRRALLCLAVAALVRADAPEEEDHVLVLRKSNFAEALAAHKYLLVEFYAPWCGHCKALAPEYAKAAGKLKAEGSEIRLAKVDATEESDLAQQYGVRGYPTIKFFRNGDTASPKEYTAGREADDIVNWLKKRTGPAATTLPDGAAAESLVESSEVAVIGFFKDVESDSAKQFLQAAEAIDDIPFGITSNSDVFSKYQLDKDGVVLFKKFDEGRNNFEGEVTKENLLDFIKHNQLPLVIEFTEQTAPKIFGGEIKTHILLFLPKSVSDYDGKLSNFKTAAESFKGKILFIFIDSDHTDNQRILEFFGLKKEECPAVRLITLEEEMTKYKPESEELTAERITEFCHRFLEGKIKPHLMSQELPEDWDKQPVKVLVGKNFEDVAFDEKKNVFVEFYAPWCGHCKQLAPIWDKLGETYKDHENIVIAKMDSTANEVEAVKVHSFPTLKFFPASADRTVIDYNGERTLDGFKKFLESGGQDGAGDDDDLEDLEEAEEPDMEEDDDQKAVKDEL
hiPSC survival – hiPSC single-cell survival enhancement | ATPlite luminescence; 100% = ROCK inhibitor wells, 0% = DMSO | survival enhancement, % at 20 µM | 0.044% of 360,000 active | AID 602274; in the data active = survival enhancement above about 18%;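 also: cells exposed to compounds for 16 hours before the ATP read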
NR2E3 ag-1 – activates human photoreceptor nuclear receptor NR2E3; Q9Y5X4; AID 2300; 0.12% of 320,000 active; inhibition of corepressor binding, % at 4.78 µM; GST-NR2E3/biotin-RetCOR TR-FRET, 1536-well;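 active = percent inhibition above the cutoff of mean plus 3 SD of all tested compounds, set per screening campaign, cut at about 20% in these data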;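 also: 0% = DMSO wells and 100% = biotin wells as full block of FRET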
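Material: NR2E3–RetCOR corepressor complex / Amount: 1.35 nM GST-NR2E3 / Medium: Tris pH 7.5 / Compound: single nominal compound dose of 4.8 µM / Incubation: 5 h at 4 °C / Technique: TR-FRET, Eu(K)-anti-GST donor, streptavidin-D2 acceptor, ex 340, em 617/671 nm / Read-out basis: percent loss of FRET ratio relative to control wells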
m5-HT2A agonist – activates the mouse 5-HT2A serotonin receptor; AID 624169; CHO-K1 mHTR2A beta-arrestin complementation, luminescence; percent of 30 µM serotonin response; P35363; activation, % at 7.6 µM; 0.66% of 360,000 active;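 active = activation above a run cutoff, the mean activation of all tested compounds plus 3 SD, cut at about 14% in these data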;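 also: 0% = plate median of compound wells and 100% = 30 µM serotonin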
Target sequence (P35363 whole entry, looked up): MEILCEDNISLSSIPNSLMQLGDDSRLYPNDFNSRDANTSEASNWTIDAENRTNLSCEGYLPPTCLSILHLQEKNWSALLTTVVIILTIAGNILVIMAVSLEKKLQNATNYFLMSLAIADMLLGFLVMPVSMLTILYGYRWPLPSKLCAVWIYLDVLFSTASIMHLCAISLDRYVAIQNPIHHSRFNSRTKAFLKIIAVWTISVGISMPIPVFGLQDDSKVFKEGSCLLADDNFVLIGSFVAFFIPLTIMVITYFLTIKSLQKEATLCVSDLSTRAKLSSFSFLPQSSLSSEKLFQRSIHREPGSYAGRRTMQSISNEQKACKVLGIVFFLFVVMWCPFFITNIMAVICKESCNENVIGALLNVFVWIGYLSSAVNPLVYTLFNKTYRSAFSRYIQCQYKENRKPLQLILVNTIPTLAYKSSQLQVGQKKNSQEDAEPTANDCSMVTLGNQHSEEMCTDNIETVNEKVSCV
HIF-2a block – HIF-2a inhibition; inhibition, % at 18.8 µM; 786-0 RCC cells HIF-2a reporter, luciferase luminescence, overnight; 0.72% of 360,000 active; AID 624352;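 active = inhibition of the luminescence signal of 40% or more relative to plate controls, in a single-dose primary screen at 18.75 µM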
Shn3 3UTR inh – Schnurri-3 reporter inhibition in Clone20 osteoblasts; Clone20 osteoblast Shn3 3'UTR firefly luciferase, 24 h; inhibition, % at 12.5 µM; 0.52% of 360,000 active;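 active = mean inhibition of at least 75% with every replicate also reaching 75%; inconclusive = mean inhibition at least 75% but some replicate below; inactive = mean inhibition below 75%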;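 also: 0% = median of neutral control wells and 100% = pilot-screen positive control compound; some compounds past the cut are filed as inactive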
TRPM1 prom inh – inhibitors of MITF-driven TRPM1 promoter in melanoma cells. 0.83% of 330,000 active. SK-MEL-5 TRPM1 promoter luciferase, 24 h. inhibition, % at 12.5 µM;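 active = mean inhibition across replicates of 60% or more, whatever share of single replicates reaches that level; inconclusive = some that reach 60%, reason not given; inactive = mean inhibition across replicates below 60%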; also: values of inactives mirror those of a sister screen read the other way
CaV13 FRET inh – Disruptors of the CACNA1D IQ motif to Ca2+-dependent inactivation inhibitor domain association, primary screening, Förster resonance energy transfer in intact living …. HEK cells, CFP/YFP FRET ICDI-IQ, plate reader, 10 min; percent FRET-ratio fall versus neutral wells. 0.098% of 340,000 active. inhibition, % at 12.3 µM. AID 743397;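 active = mean replicate inhibition of at least 30% and at least 1% of replicates passing that level; inconclusive = only one of the two criteria is met; inactive = neither criterion is met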;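 also: 0% = median of the neutral control wells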
Peg3 promoter – Peg3 promoter activity inhibition; HeLa PEG-Prom luciferase reporter, luminescence, overnight; inhibition, % at 20 µM; 1.7% of 360,000 active; AID 588405;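 active = inhibition of at least 50% at 20 µM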
NR2E3 ag-2 – activates human NR2E3 receptor | inhibition of corepressor binding, % at 3.98 µM | AID 602229 | 0.35% of 360,000 active | CHO-S Gal4-NCOR/VP16-NR2E3 two-hybrid, luciferase | Q9Y5X4;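 active = inhibition above the mean of all tested compounds plus 3 SD, cut at about 70% in these data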;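 also: 0% = DMSO with NR2E3 transfected cells and 100% = cells lacking NR2E3 construct; higher means lower luciferase signal from less NR2E3 corepressor binding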
Numbers without * were called inactive; ? = inconclusive; . = not tested or not shown.

SMILES	Cardio protect	PDI turbidity	hiPSC survival	NR2E3 ag-1	m5-HT2A agonist	HIF-2a block	Shn3 3UTR inh	TRPM1 prom inh	CaV13 FRET inh	Peg3 promoter	NR2E3 ag-2
CNC(=O)COC(=O)/C=C/c1cccc(F)c1	-6.0	2.3	0.3	-0.6	-1.5	15.1	6.8	7.3	-1.9	2.9	-5.8
COC(=O)CNc1nc(Cl)nc(Nc2ccc(Cl)cc2)n1	-0.8	-8.5	6.6	-0.3	1.7	10.3	-6.6	-10.2	-4.5	-0.9	-2.4
CC(C)c1nnc(NC(=O)CCC(=O)Nc2ccc3cn[nH]c3c2)s1	10.8	10.9	0.0	1.4	-2.2	19.9	-3.1	16.9	-19.5	14.4	-13.2
Cc1cc(C(F)(F)F)nn1Cc1n[nH]c(=S)n1-c1cccc(Cl)c1	-5.3	-3.4	1.0	2.2	2.1	11.7	6.9	6.8	-6.9	13.6	8.7
CCOC(=O)c1c(CSC(=N)N)n(-c2ccc(C)cc2)c2cc(Br)c(OC(C)=O)cc12	-14.8	25.0	0.3	-0.5	-7.0	13.4	-20.2	?	-4.4	53.9*	-29.0
O=C(NCc1cccnc1)C(=O)Nc1cc2c3c(c1)CC(=O)N3CCC2	4.2	3.3	0.1	-4.6	9.7	-13.2	2.5	2.7	.	3.3	-5.1
CC(C)(CO)Nc1nc(N2CCCC2)nc(N2CCCC2)n1	-2.7	1.9	-0.9	0.5	-1.0	10.6	-0.7	-1.2	-3.4	6.8	-2.3
CCC1(CC)Cc2ccccc2C(C2=C(O)CC(C)(C)CC2=O)=N1	6.6	-3.7	-1.4	-2.2	-5.2	21.4	17.6	0.1	-13.2	19.7	-4.8
CCOC(=O)CC(=O)c1cc(OC)c(OC)c(OC)c1	2.2	4.4	5.0	2.5	-0.4	14.2	-0.9	0.5	-5.4	-8.5	10.0
Cc1cc(NC(=O)C(C)SCC(=O)Nc2ccccc2C(C)(C)C)no1 (stereo not given)	-6.9	-0.9	0.8	-0.6	1.4	11.2	6.9	8.3	-4.5	5.4	-14.3
CCc1ccc(-c2cc(C)no2)cc1S(=O)(=O)Nc1cc(C)ccn1	3.0	-11.2	0.2	-2.2	-0.4	-2.6	13.1	14.3	-1.9	2.5	1.6
CC(C)CCN(C(=S)Nc1cccc(F)c1)C1CCN(C(C)C)CC1	1.6	14.1	-0.5	-1.8	3.5	3.4	18.0	4.7	0.8	-5.5	-10.6
O=C(OCC(=O)N1CCOCC1)c1ccc2c(c1)OCCO2	1.5	-2.1	3.4	-0.5	1.4	-81.2	5.9	-8.0	-5.0	-53.0	-7.0
Cn1c(SCC(=O)NNC(=O)c2ccccc2Br)nnc1C(F)(F)F	2.9	-1.0	-1.1	-0.9	-2.7	4.8	8.4	0.5	-1.5	-6.5	8.9
CCOc1ccc(-n2c(SCC(=O)Nc3ccc(OC)cc3)nc3c(c2=O)SCC3)cc1	6.1	-4.1	-0.4	0.2	-2.2	17.6	13.3	-5.2	-0.9	7.3	0.2
COC(=O)c1cccc(C23CC4(C2)[C@H](CN(Cc2cccnc2)[C@@H]4c2ccccc2)C3c2ccccc2)c1 (stereo not given in full)	-2.5	-14.9	-0.7	-0.3	2.3	13.1	12.6	3.3	-4.5	11.0	11.5
CN(Cc1ccccc1)S(=O)(=O)c1nnc(NC(=O)c2ccc(F)cc2)s1	-3.5	-0.6	0.1	3.1	13.2	6.3	-0.6	2.6	-2.3	21.5	-16.4
O=C(Cn1ncc2c(=O)oc3ccccc3c21)NCCN1CCN(c2ccccc2F)CC1	3.2	.	1.3	-1.9	-4.0	8.3	-10.0	3.7	-3.0	3.1	-1.2
CSc1ccc(C(=O)C2CCCN(C(=O)c3cc(C)n(C)n3)C2)cc1 (stereo not given)	-2.6	-4.6	0.3	-0.1	8.7	0.9	15.4	-3.5	-5.1	-0.1	16.0
CC(=O)C1=C(c2ccccc2)OC(N)=C(C#N)C1c1ccccc1F (stereo not given)	8.4	-13.3	1.0	1.0	3.1	6.8	-3.0	14.3	-2.3	9.0	13.1
OC[C@@H]1CN(Cc2ccc(Cl)cc2)C[C@H](n2cnc3c(NC4CC4)ncnc32)O1	-5.8	9.6	1.8	.	3.4	11.0	-0.7	.	-10.9	9.6	-12.2
CCC(C)NC(=O)CN1C(=O)C(CC)Sc2ccccc21 (stereo not given)	2.2	0.7	0.5	0.9	0.5	10.2	4.9	-9.4	-5.5	-6.9	2.8
C=CCNC(=O)CN(c1ccc(F)c(Cl)c1)S(C)(=O)=O	-4.7	-2.8	0.8	4.1	-1.0	5.7	-5.4	4.3	-7.0	11.8	-10.9
COC(=O)C1C(=O)c2c([nH]c(C(=O)OC3CCCCCC3)c2C)CC1C (stereo not given)	-11.8	.	0.3	-1.9	-4.1	-172.7	-31.1	-84.4	-11.2	-172.9	-75.3
COc1cccc(C(=O)NCC(c2cccs2)N2CCOCC2)c1 (stereo not given)	5.4	-3.1	0.0	0.4	-4.8	-45.9	-5.7	-7.5	-2.8	-29.2	2.6

(listing goes on)
SMILES	Cardio protect	PDI turbidity	hiPSC survival	NR2E3 ag-1	m5-HT2A agonist	HIF-2a block	Shn3 3UTR inh	TRPM1 prom inh	CaV13 FRET inh	Peg3 promoter	NR2E3 ag-2
CCOc1ccc(/C=C2\SC(=S)N(CCC(=O)Nc3ccc(C(=O)O)cc3)C2=O)cc1	-2.5	9.1	0.4	0.2	-0.2	-62.4	-11.6	-42.7	-6.2	-17.7	-14.4
O=C(CN1CCOCC1)N/N=C/c1ccc(-c2ccc(Br)cc2)o1	2.6	0.7	-0.6	0.9	-3.8	-40.0	5.5	6.7	-2.5	-18.3	-15.2
COc1cccc(CNC2CCCCCCC2)c1OC	-13.0	-0.3	-0.5	-3.1	4.5	-1.1	-21.0	1.6	-3.3	4.8	-52.2
O=C(Nc1ccc2c(c1)CCC2)c1cc(F)cc(F)c1	-3.0	-4.0	-0.4	-1.1	-3.7	-274.8	-97.0	-81.9	-4.6	-385.2	-116.5
O=C(c1ccc(S(=O)(=O)N2CCCCC2)cc1)N1CCN(c2ccccc2F)CC1	-1.9	-16.5	0.0	-0.3	4.2	12.8	13.0	0.8	-2.4	25.7	16.9
O=[N+]([O-])c1cc([N+](=O)[O-])c(Oc2c(Cl)cccc2Cl)cc1NN1CCCCC1	-16.5	-0.5	-4.4	-1.2	-1.6	10.8	-4.1	8.8	-10.0	6.3	7.5
Cc1ccc(S(=O)(=O)N(CC(=O)N=Nc2c(O)[nH]c3ccccc23)c2ccc(C)c(C)c2)cc1	-1.1	-2.3	1.9	-3.3	-2.2	-9.6	-5.0	0.7	-14.6	7.5	-8.8
CC(C)NC(=O)C1CCN(C2CCN(Cc3nc(C(C)C)cs3)CC2)CC1	9.4	4.6	-0.5	4.9	-2.8	14.7	-9.1	4.0	3.1	19.2	-1.4
COc1ccc(N2CCN(C(=O)c3cccn4c(=O)c5ccccc5nc34)CC2)cc1	8.8	9.4	-0.6	-1.4	5.6	15.1	-3.1	-9.9	-2.8	9.8	26.3
COCCNC(=O)c1ccc(CSc2nc3ccccc3s2)cc1	-10.6	3.4	0.0	-0.2	-1.6	-153.2	-29.8	-14.5	-4.9	-133.8	-22.2
O=C1N[C@@H](Cc2ccccc2)COC(=O)[C@H](Cc2ccc(F)cc2)CC/C=C/C[C@@H]1CC(=O)N(CCO)Cc1ccccc1	17.5	-9.5	-3.0	.	-7.0	12.8	5.0	-6.5	-5.4	11.0	18.8
OC(CN1CCN(Cc2ccc3c(c2)OCO3)CC1)c1c[nH]c2ccccc12 (stereo not given)	12.9	-16.8	-2.0	.	-7.7	29.6	-3.9	15.1	.	-6.1	-14.2
COc1cc(C)ccc1NC(=O)Cc1csc(NC(=O)Nc2ccccc2OC)n1	10.4	2.9	1.0	5.0	-7.3	-9.3	12.2	29.2	-6.0	41.3	-9.9
COc1ccccc1N1CCN(C(c2cc3cc(C)ccc3[nH]c2=O)c2nnnn2C2CCCC2)CC1 (stereo not given)	-2.7	2.5	-0.1	1.9	-0.4	-20.6	9.2	-6.1	-5.0	-0.1	-24.8
O=C(NCc1ccco1)c1ccccc1F	3.4	-1.9	0.5	0.3	2.3	11.5	0.4	-7.3	-3.7	-0.4	6.7
COc1ccc(C(=O)Cn2c(C(C)=O)nc3ccccc32)cc1	7.6	-1.1	3.2	.	9.5	-53.9	0.4	-6.0	-7.1	-19.9	63.0
CC1(C)CC2CC(C)(CN2C(=O)Cc2ccccc2)C1 (stereo not given)	1.1	-7.3	-0.5	0.8	1.2	13.7	-11.9	2.1	-4.3	-8.7	-7.7
Cc1cccc(C(=O)OC(C)C(=O)NCC2CCCCC2)c1O (stereo not given)	-3.5	-4.5	0.2	0.5	-1.3	5.8	-12.7	1.6	-1.9	7.1	2.9
COc1ccc(NC(=O)c2cc(C3CCCCN3S(=O)(=O)Cc3ccccc3)on2)c(C)c1 (stereo not given)	-3.6	4.2	-1.7	.	-1.6	-74.9	-4.2	.	-9.2	-50.1	-32.1
Fc1ccccc1Nc1nc(-c2ccncc2)nc2ccccc12	-0.9	-7.4	4.2	1.5	0.2	11.3	-3.1	-19.6	-20.0	7.6	3.6
O=C(NNC(=S)NC(=O)c1ccccc1[N+](=O)[O-])c1ccc(Cl)cc1Cl	9.4	-2.4	1.6	0.9	-0.7	-65.3	-17.6	-15.8	-4.8	-47.8	-54.0
O=C(NNc1c(Cl)cc(Cl)cc1Cl)c1cccc([N+](=O)[O-])c1	-4.7	1.8	0.8	5.7	5.2	16.6	76.5	-3.2	-9.5	0.1	-42.8
Cc1ccc(N=CC2=C(O)CC(C)(C)CC2=O)nc1	4.3	-0.8	-1.5	3.7	6.6	9.0	-11.0	-4.3	-4.4	10.1	-9.3
CCC1CCCCN1CCCNC(=O)c1ccc2c(c1)NC(=O)CS2 (stereo not given)	5.8	-0.5	-0.4	-3.0	4.9	6.7	23.8	-4.8	-13.5	6.9	-8.0
CCN(CC)CCCNC(=O)CSc1nc2c(c(C(F)(F)F)n1)CCc1ccccc1-2	3.9	5.2	-2.4	-0.4	1.0	12.7	3.6	-7.7	-6.8	21.0	2.4
Brc1ccc2nc(N3CCCC3)sc2c1	-19.0	-1.6	-0.4	-1.0	2.9	-279.5	-36.6	-53.6	-6.0	-320.0	-136.7
COCCn1nnnc1C(c1cc2ccc(OC)cc2[nH]c1=O)N1CCN(C2CCCCC2)CC1 (stereo not given)	1.0	-2.0	-0.6	-0.9	2.6	1.9	-14.1	-14.4	.	19.1	-7.7

Compound activity from PubChem.

No enrichment for hits, and some 3.9% of all compounds hit somewhere here.
